OXTR agonist: activates the human oxytocin receptor | P30559 | CHO-OTR cells, Fluo-8 calcium fluorescence; normalized: DMSO 0%, oxytocin 100% | activation, % at 3 µM | 320,000 compounds, 0.32% hits | AID 2435;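 active = activation above the mean of all tested compounds plus 3 SD, cutoff set per screening run, cut at about 20% in these data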;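 note: peak over basal fluorescence ratio from a 100 s FLIPR kinetic read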
OXTR potentiate: potentiators of human oxytocin receptor; P30559; CHO-OTR cells, Fluo-8 calcium fluorescence, potentiator mode; 0% = oxytocin EC15, 100% = EC100; activation, % at 3 µM; 320,000 compounds, 0.061% hits;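 active = activation above that plate's cutoff, the mean activation of tested compounds plus 3 SD, cut at about 6.6% in these data, passing the limit was not always enough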;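 note: 100% uses oxytocin at 75 nM as the full agonist control; some results filed as inactive read as strong as hits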
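Material: human OTR in CHO cells. Compound: 3.0 µM, one dose. Timing: compound 6 min at room temperature before oxytocin, 100 s read. Evaluation: % activation of max/min ratio relative to oxytocin controls. Replication: single well per compound, singlicate. Signal: Fluo-8 calcium dye fluorescence.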
V1aR counter: V1a receptor agonism, counter-screen for OXTR agonists; P37288; AID 2797; 320,000 compounds, 0.25% hits; CHO-V1R cells, Fluo-8 calcium fluorescence, agonist mode; 0% DMSO, 100% 3 nM vasopressin; activation, % at 3 µM;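 active = activation above the mean activation of all tested compounds plus 3 SD, per screening run, cut at about 20% in these data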;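 note: signal is peak over basal fluorescence ratio across a 100 second FLIPR read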
Target sequence (P37288 whole entry, looked up): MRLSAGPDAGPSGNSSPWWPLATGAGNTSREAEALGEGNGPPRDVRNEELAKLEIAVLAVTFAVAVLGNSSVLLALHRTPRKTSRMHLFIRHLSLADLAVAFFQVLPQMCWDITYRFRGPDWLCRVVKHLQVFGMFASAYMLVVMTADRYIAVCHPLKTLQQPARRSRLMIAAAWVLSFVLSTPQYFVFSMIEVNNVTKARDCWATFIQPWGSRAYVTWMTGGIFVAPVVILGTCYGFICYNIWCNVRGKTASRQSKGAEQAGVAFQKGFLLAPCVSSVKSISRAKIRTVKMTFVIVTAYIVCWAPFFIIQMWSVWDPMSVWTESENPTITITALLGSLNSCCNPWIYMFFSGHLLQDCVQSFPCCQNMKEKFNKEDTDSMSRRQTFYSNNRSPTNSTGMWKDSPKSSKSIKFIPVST
CHRM1 PAM: positive allosteric modulators of human M1 muscarinic receptor | P11229 | CHO-K1 hM1, Fluo-8 calcium fluorescence, ACh EC20; 0% = ACh EC20, 100% = maximal ACh | activation, % at 3 µM | 360,000 compounds, 0.088% hits | AID 588819; in the data active = activation above about 19%, passing the limit was not always enough
Target sequence (P11229 whole entry, looked up): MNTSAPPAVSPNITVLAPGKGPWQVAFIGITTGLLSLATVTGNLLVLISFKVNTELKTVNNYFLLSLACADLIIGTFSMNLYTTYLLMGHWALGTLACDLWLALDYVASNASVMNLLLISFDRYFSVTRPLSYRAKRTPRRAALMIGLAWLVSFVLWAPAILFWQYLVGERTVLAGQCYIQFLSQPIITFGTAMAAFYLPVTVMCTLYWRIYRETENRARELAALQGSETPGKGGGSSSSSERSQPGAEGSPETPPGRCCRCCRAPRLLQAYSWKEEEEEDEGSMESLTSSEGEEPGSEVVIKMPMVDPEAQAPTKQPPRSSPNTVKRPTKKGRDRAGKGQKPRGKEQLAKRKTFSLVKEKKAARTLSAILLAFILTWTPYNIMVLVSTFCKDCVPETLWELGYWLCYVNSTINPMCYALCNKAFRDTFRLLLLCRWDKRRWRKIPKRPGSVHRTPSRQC
TAAR1 ag: agonists of human TAAR1. Q96RJ0. CHO RD-HGA16 TAAR1, Fluo-8 calcium fluorescence; vehicle wells 0%, saturating PEA agonist 100%. activation, % at 3 µM. 360,000 compounds, 0.99% hits. AID 624467;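 active = activation above the mean activation of all test compounds in the run plus 3 SD, cut at about 38% in these data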
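Test system: RD-HGA16 (CHO) cells co-expressing Gα16 and hTAAR1 | Doses: Single dose, 3 µM | Schedule: 17-24 h seeding, 75 min 37 °C dye, 30 min RT | Evaluation: % activation from peak over basal fluorescence ratio, DMSO-to-PEA scaled | Technique: Kinetic Fluo-8 calcium fluorescence | Benchmarks: Low control DMSO, high control PEA (EC100)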
TAAR1 antag: antagonists of human TAAR1 | inhibition, % at 3 µM | CHO RD-HGA16 TAAR1, Fluo-8 calcium fluorescence, antagonist | Q96RJ0 | AID 624466 | 360,000 compounds, 1.5% hits;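 active = inhibition above a per-plate cutoff, the mean inhibition of test compounds on that plate plus 3 SD, cut at about 49% in these data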;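 note: 0% = DMSO plus EC80 beta-PEA response and 100% = DMSO alone without agonist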
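Test system: hTAAR1-expressing CHO RD-HGA16 cells, Gα16-coupled; Probe or stimulus: EC80 β-phenethylamine stimulus; Compound dosing: single nominal final test compound concentration of 3 µM; Timing: 140 s kinetic read after compound, 140 s after agonist; Signal: Fluo-8 calcium-sensitive fluorescence; Measure: % inhibition of agonist calcium response; Controls: DMSO and EC80 PEA controls.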
CHRM1 agonist: activates human CHRM1 receptor. P11229. activation, % at 3 µM. 360,000 compounds, 0.33% hits. AID 588814. CHO-K1 hM1, Fluo-8 calcium fluorescence, agonist mode; 0% DMSO, 100% acetylcholine EC100;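 active = activation above the run's mean compound activation plus 3 SD, cut at about 16% in these data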;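 note: peak over basal fluorescence ratio within a 140 s kinetic read after compound addition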
CHO parental Ca: counter-screen: ATP calcium response change in parental CHO cells | 330,000 compounds, 0.63% hits | AID 463079 | inhibition, % at 5.6 µM | parental CHO-K1, ATP-induced calcium, Fluo-8 fluorescence;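 active = inhibition above that plate's mean sample inhibition plus 3 SD, cut at about 26% in these data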;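 note: 0% = ATP-challenged DMSO wells and 100% = DMSO wells without ATP; some compounds past the cut are filed as inactive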
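material = parental CHO cells | also added = ATP as calcium-mobilizing challenge | dosing = single point at 5.6 µM | detection = intracellular calcium via Fluo-8 no-wash fluorescent dye | read-out = % inhibition | benchmarks = low control ATP plus DMSO, high control DMSO only | repeats = one well per compound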
M1 antag: blocks human M1 muscarinic receptor | inhibition, % at 3 µM | CHO-K1 hM1, Fluo-8 calcium fluorescence, ACh EC80 antagonist | 360,000 compounds, 1.3% hits | AID 588852 | P11229;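 active = percent inhibition above its own plate's cutoff, namely the mean of that plate's compound wells plus 3 SD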;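 note: peak over basal fluorescence ratio during 140 s after agonist addition; 0% = ACh EC80 plus DMSO and 100% = DMSO alone without agonist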
* hit, by the source's call; . = no result given.

1	COc1ccccc1CC(=O)Nc1ccc(-c2nnc(-c3ccco3)o2)cc1
2	S=c1[nH]nc(-c2cccc(Cl)c2)n1/N=C/c1ccc(-c2ccccc2Br)o1
3	COc1ccc(OC)c(NC(=O)CN2CCC(NC(=O)c3ccccc3C)CC2)c1
4	C=CCOc1ccc(C2/C(=C(\O)c3c(C)[nH]c(C(=O)OC)c3C)C(=O)C(=O)N2CCN(C)C)cc1 (stereo not drawn)
5	Cc1ccc(F)c(S(=O)(=O)NC(=O)C2(C)CCN2C(=O)C/C=C/c2ccccc2)c1 (stereo not drawn)
6	COc1ccc(N2CCN(C(CNC(=O)c3ccco3)c3cccnc3)CC2)cc1 (stereo not drawn)
7	COCCCNC(=S)NNC(=O)c1cc(-c2cccnc2)nc2ccccc12
8	O=[N+]([O-])c1cccc(-c2n[nH]c(=S)n2-c2ccccc2)c1

assay / compound	1	2	3	4	5	6	7	8
OXTR agonist	-1.9	0.6	-0.8	0.9	.	-0.2	.	-0.8
OXTR potentiate	-6	-2	-2	-11	.	-7	.	0
V1aR counter	-0.1	0.7	0.1	1.0	.	0.3	.	1.3
CHRM1 PAM	-6	2	8	5	1	5	-1	.
TAAR1 ag	13	1	0	3	1	1	0	.
TAAR1 antag	46	-7	7	10	-11	4	-13	.
CHRM1 agonist	0	-1	-3	0	-3	-3	-2	.
CHO parental Ca	-13	12	-12	-2	.	-9	.	-3
M1 antag	12	-4	-6	-5	-1	-11	13	.

9	COc1ccccc1NC(=O)c1cc2c(CO)cnc(C)c2oc1=Nc1ccc(OC)c(OC)c1
10	Cc1cccc(C(=O)Nc2c3c(nn2C(C)(C)C)CS(=O)(=O)C3)c1
11	CCCc1cc(=O)oc2cc(OC(C)C(=O)NCC3CCC(C(=O)O)CC3)ccc12 (stereo not drawn)
12	CCCCn1c(=O)[nH]c(=O)c2c1nc(-c1ccc3ccccc3c1)n2CC
13	C[C@@H]1CN([C@H](C)CO)S(=O)(=O)c2ccc(C#CC3CCCC3)cc2O[C@H]1CN(C)C(=O)Cc1ccccc1
14	O=C1CC(C(=O)N(c2cccc(F)c2)C(C(=O)NC2CCCC2)c2ccccn2)CS1 (stereo not drawn)
15	O=C(NCc1ccccn1)c1cc(-c2ccc(Cl)cc2)nc2ccccc12
16	COC(=O)CCC(=O)NN1C(=O)c2ccccc2C1=O

assay / compound	9	10	11	12	13	14	15	16
OXTR agonist	-1.1	-0.1	0.8	-0.8	.	-0.8	-1.8	0.8
OXTR potentiate	-4	-8	0	-15	.	-2	-1	-3
V1aR counter	1.7	0.8	-0.1	-0.1	.	-0.2	-0.5	4.9
CHRM1 PAM	18	4	-1	2	-4	2	-4	2
TAAR1 ag	4	-1	2	-1	10	3	7	1
TAAR1 antag	-10	-3	11	4	43	5	27	-2
CHRM1 agonist	-2	-1	-2	-2	-4	-5	-5	-3
CHO parental Ca	-31	-16	1	-30	.	-3	-33	-4
M1 antag	-27	-3	-7	10	1	-2	16	0

17	O=C(NC(=S)N1CCN(Cc2ccccc2)CC1)c1cccnc1
18	C[C@@H]1CN([C@H](C)CO)C(=O)CCCn2nncc2CO[C@@H]1CN(C)S(=O)(=O)c1ccc(Cl)cc1
19	N=c1oc2ccccc2cc1-c1nc2ccccc2c(=O)[nH]1
20	O=C(NC(NC(=S)Nc1ccccc1)C(Cl)(Cl)Cl)c1cccc(Cl)c1 (stereo not drawn)
21	CC(C)CCN(CCC(C)C)C/C(O)=C(\C#N)c1nc(-c2ccccc2)cs1
22	O=C(N/N=C1\C/C(=N\NC(=O)c2ccncc2)c2ccccc21)c1ccncc1
23	Cc1nn(CCO)c(N)c1C1(O)C(=O)Nc2c(Cl)cc(Cl)cc21 (stereo not drawn)
24	COc1cc2nc(N(CCCN(C)C)C(=O)c3ccc(S(=O)(=O)N4CCc5ccccc5C4)cc3)sc2cc1OC

assay / compound	17	18	19	20	21	22	23	24
OXTR agonist	-0.8	.	-0.7	14	1.4	0.4	0.0	17
OXTR potentiate	-6	.	2	-11	-6	-13	0	-3
V1aR counter	0.7	.	0.0	9.2	0.8	0.4	2.1	11
CHRM1 PAM	10	-2	-2	-16	-2	1	2	9
TAAR1 ag	8	1	0	12	2	7	5	22
TAAR1 antag	-10	-1	4	34	-6	12	0	-3
CHRM1 agonist	-5	-6	-3	4	-3	-5	-2	-2
CHO parental Ca	-6	.	-2	-1	-25	-28	-7	-17
M1 antag	-7	-5	1	30*	-15	4	0	-13

25	O=C(O)c1ccccc1-c1ccccc1C(=O)Nc1nccs1
26	O=S(=O)(c1ccc(NC(=S)NCc2ccco2)cc1)N1CCCC1
27	CCCN1Cc2cc(OC)ccc2-c2ccccc2S1(=O)=O
28	CC1CCN(C(=O)c2[nH]cnc2C(=O)N[C@@H](Cc2ccccc2)C(=O)OC(C)(C)C)CC1
29	CN(CCc1ccccn1)Cc1ccc(Cl)cc1Cl
30	Cc1cc(NC(=O)C2(c3ccccc3)CCCC2)no1
31	CC1CCN(CCCNC(=O)CN2C(=O)CSc3ccc(S(=O)(=O)N4CCC(C)CC4)cc32)CC1
32	Cc1nc(SCCC(C)C)c([N+](=O)[O-])[nH]1

assay / compound	25	26	27	28	29	30	31	32
OXTR agonist	0.6	0.8	.	-1.5	-1.6	-1.3	-2.2	0.7
OXTR potentiate	1	-1	.	3	-1	-7	-10	0
V1aR counter	0.2	4.2	.	0.0	-1.0	-0.6	-0.3	-0.2
CHRM1 PAM	6	-2	5	5	-8	4	14	6
TAAR1 ag	7	2	-2	10	9	12	5	8
TAAR1 antag	-18	-25	-5	-4	11	5	1	1
CHRM1 agonist	-5	-2	-4	-4	-15	-4	-5	-1
CHO parental Ca	-1	12	-17	-21	-5	5	-24	-6
M1 antag	-10	3	2	-5	10	-24	-21	-2

33	O=c1c2ccccc2c(-c2ccccc2)nn1-c1cc(Cl)ccc1[N+](=O)[O-]
34	CCN(CC(=O)Nc1ccc(NC(C)=O)cc1)C(=O)COc1ccccc1Cc1ccccc1
35	O=C(NC1CCCc2ccccc21)C12CC3CC(CC(O)(C3)C1)C2 (stereo not drawn)
36	CC(Cc1nnc(N)s1)c1ccccc1 (stereo not drawn)
37	CSc1nncc(-c2ccc(F)c(F)c2)n1
38	Cc1noc2ncnc(N3CCCCC3)c12
39	COc1ccc(N2C(=O)CC(N(CCc3ccc(S(N)(=O)=O)cc3)C(=S)Nc3ccccc3)C2=O)cc1 (stereo not drawn)
40	CCOc1cc(/C=C(/C#N)c2ccc(Cl)cc2)cc(Cl)c1OCC(=O)O

assay / compound	33	34	35	36	37	38	39	40
OXTR agonist	-0.6	.	-1.5	0.0	-1.3	1.2	-0.4	.
OXTR potentiate	-6	.	-6	3	-4	-3	3	.
V1aR counter	0.1	.	-0.8	-0.4	-1.0	2.0	-0.4	.
CHRM1 PAM	-3	10	11	15	1	9	12	14
TAAR1 ag	1	4	-1	2	1	5	-1	1
TAAR1 antag	16	-1	-3	-25	-5	-4	-34	10
CHRM1 agonist	-5	4	0	-2	-3	-2	-3	-2
CHO parental Ca	-8	.	-28	-7	0	-4	1	.
M1 antag	-1	-5	-8	-23	6	-3	-14	-17

Exported bar-delimited: part of the list above.
entry | SMILES | OXTR agonist | OXTR potentiate | V1aR counter | CHRM1 PAM | TAAR1 ag | TAAR1 antag | CHRM1 agonist | CHO parental Ca | M1 antag
33 | O=c1c2ccccc2c(-c2ccccc2)nn1-c1cc(Cl)ccc1[N+](=O)[O-] | -0.6 | -6 | 0.1 | -3 | 1 | 16 | -5 | -8 | -1
34 | CCN(CC(=O)Nc1ccc(NC(C)=O)cc1)C(=O)COc1ccccc1Cc1ccccc1 | . | . | . | 10 | 4 | -1 | 4 | . | -5
35 | O=C(NC1CCCc2ccccc21)C12CC3CC(CC(O)(C3)C1)C2 (stereo not drawn) | -1.5 | -6 | -0.8 | 11 | -1 | -3 | 0 | -28 | -8
36 | CC(Cc1nnc(N)s1)c1ccccc1 (stereo not drawn) | 0.0 | 3 | -0.4 | 15 | 2 | -25 | -2 | -7 | -23
37 | CSc1nncc(-c2ccc(F)c(F)c2)n1 | -1.3 | -4 | -1.0 | 1 | 1 | -5 | -3 | 0 | 6
38 | Cc1noc2ncnc(N3CCCCC3)c12 | 1.2 | -3 | 2.0 | 9 | 5 | -4 | -2 | -4 | -3
39 | COc1ccc(N2C(=O)CC(N(CCc3ccc(S(N)(=O)=O)cc3)C(=S)Nc3ccccc3)C2=O)cc1 (stereo not drawn) | -0.4 | 3 | -0.4 | 12 | -1 | -34 | -3 | 1 | -14
40 | CCOc1cc(/C=C(/C#N)c2ccc(Cl)cc2)cc(Cl)c1OCC(=O)O | . | . | . | 14 | 1 | 10 | -2 | . | -17

Additional records.
41	CCc1ccc(Nc2ncc3c(n2)CC(C)(C)CC3=O)cc1
42	COc1ccc(/C=N/n2c(C)nc3sc(C)c(C)c3c2=O)cc1
43	Cc1ccc(-c2cc(C(=O)OCC(=O)Nc3ncc(C(F)(F)F)cc3Cl)c3ccccc3n2)cc1
44	Cc1c(C(=O)Nc2nc3ccccc3[nH]2)oc2ccc(Br)cc12
45	Cc1ccn2c(=O)nc(SCc3cccc(C(F)(F)F)c3)nc2c1
46	NC(=O)C1(NC(=O)[C@@H]2CC3(CC(c4cccc(NC(=O)[C@@H]5CCC(=O)N5)c4)=NO3)CN2C(=O)c2ccccc2)CC1 (stereo partly drawn)
47	COCCNS(=O)(=O)c1ccc2c3c(cccc13)C(=O)N2C
48	CC(C)C(C)(C#N)NC(=O)CSc1nnc(-c2ccccc2)o1 (stereo not drawn)

assay / compound	41	42	43	44	45	46	47	48
OXTR agonist	-2.9	0.7	1.2	-1.0	1.3	0.8	1.3	0.0
OXTR potentiate	-10	-4	-3	-7	-5	3	1	4
V1aR counter	-2.3	0.1	0.8	-0.2	0.7	0.7	0.2	1.1
CHRM1 PAM	2	7	5	3	2	3	5	3
TAAR1 ag	-3	1	13	2	-2	1	5	2
TAAR1 antag	-24	-42	-10	-2	-32	-6	-16	-2
CHRM1 agonist	-5	-5	-6	-4	-3	-2	-7	-2
CHO parental Ca	-10	-9	-13	-13	-22	-5	-14	-13
M1 antag	-3	-9	0	0	-2	-6	5	1
